zVAD death inh – L929 zVAD cell death inhibition | L929 zVAD necroptosis rescue, ATP luminescence, 24 h; with zVAD 60 µM | viability rescue, % at 10 µM | 0.38% of 220,000 active;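 active = activation, scaled between plate controls, above about 75%, limit read from the data; inactive = activation under that limit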;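 also: 0% = zVAD with DMSO and 100% = DMSO alone without zVAD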
Hck-Nef inh – inhibitors of human Hck kinase activated by Nef | inhibition, % at 20 µM | AID 463187 | P08631 | 0.68% of 220,000 active | Recombinant Hck-YEEI plus Nef, Z-Lyte FRET kinase assay;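 active = Hck-Nef kinase inhibition above about 50%, limit read from the data; inactive = inhibition below that limit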;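 also: 0% = DMSO with Hck plus Nef and 100% = Hck alone without Nef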
Target sequence (P08631 whole entry, looked up): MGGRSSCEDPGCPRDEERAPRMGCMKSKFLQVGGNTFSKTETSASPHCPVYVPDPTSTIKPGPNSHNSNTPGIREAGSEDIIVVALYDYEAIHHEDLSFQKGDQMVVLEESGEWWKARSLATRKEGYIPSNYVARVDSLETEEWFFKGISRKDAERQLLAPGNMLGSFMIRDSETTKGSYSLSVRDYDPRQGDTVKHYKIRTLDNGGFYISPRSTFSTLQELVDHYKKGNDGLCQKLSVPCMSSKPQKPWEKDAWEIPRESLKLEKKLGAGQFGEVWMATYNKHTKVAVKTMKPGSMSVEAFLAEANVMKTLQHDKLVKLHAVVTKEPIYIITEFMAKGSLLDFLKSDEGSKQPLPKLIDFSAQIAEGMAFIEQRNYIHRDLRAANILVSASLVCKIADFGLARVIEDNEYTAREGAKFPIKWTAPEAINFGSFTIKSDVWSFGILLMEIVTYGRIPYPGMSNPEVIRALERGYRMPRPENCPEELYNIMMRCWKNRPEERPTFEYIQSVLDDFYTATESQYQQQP
EP2 antag – EP2 receptor (human) inhibition | C6 glioma cells expressing human EP2, cAMP TR-FRET; cells stimulated with saturating PGE2 | inhibition, % at 25 µM | 0.52% of 260,000 active | AID 1422;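 active = percent inhibition above 40 after rounding to a whole number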;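 also: rat C6 glioma host cells with rolipram phosphodiesterase inhibitor present; the protocol text gives 20 µM as final concentration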
TbHK1 inh – T. brucei hexokinase 1 inhibition; recombinant TbHK1, G6PDH-coupled NADH A340; inhibition, % at 10 µM; 0.11% of 220,000 active; AID 1430;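 active = inhibition of 50% or more in the single-dose primary screen; inactive = inhibition below 50%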
Rad51 HR inh – blocks human Rad51 in homologous recombination; Q06609; hRad51 DNA strand exchange, fluorescence dequenching; inhibition, % at 10 µM; 0.085% of 200,000 active; AID 1385;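 active = inhibition above 40% at the single screening dose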;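 also: 0% = DMSO control wells and 100% = blanks with heterologous ssDNA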
Target sequence (Q06609 whole entry, looked up): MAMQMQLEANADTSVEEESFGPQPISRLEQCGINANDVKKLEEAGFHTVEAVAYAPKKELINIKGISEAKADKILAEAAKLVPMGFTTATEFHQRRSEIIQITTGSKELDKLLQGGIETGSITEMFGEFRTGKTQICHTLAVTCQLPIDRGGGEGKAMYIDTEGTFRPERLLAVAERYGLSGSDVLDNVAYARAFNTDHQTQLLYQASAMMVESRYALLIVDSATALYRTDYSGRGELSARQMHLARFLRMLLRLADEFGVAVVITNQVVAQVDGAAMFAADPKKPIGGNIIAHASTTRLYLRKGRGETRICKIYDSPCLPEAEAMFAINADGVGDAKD
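material = hRad51 filaments on single-stranded DNA | timing = filaments 15 min 37 °C, then compound 30 min | signal = FRET fluorescence dequenching, excitation 485 nm, emission 520 nm | benchmarks = control wells and blank wells on each plate | evaluation = percent inhibition relative to plate controls and blanks | compound = 10 µM final, single point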
eIF4E 4G PPI – blocks eIF4E binding to eIF4G; P63073+Q04637; TR-FRET eIF4E-eIF4GI(517-606) binding, 2 h; inhibition, % at 21.7 µM; 0.37% of 220,000 active; AID 782;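 active = inhibition above about 30%, limit read from the data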;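 also: 0% = full FRET control wells and 100% = background wells lacking eIF4GI fragment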
14-3-3 Bad PPI – disrupts binding of bovine 14-3-3 zeta to phospho-Bad peptide; AID 781; inhibition, % at 21.7 µM; TR-FRET 14-3-3zeta/Dy647-pBad peptide displacement, 1 h; P63103; 0.71% of 220,000 active;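 active = inhibition above about 70%, limit read from the data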;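 also: 0% = full 14-3-3 plus peptide FRET controls and 100% = background without 14-3-3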
m-calpain inh – blocks pig calpain II enzyme activity; purified calpain II, fluorogenic peptide substrate, 30 min; inhibition, % at 16 µM; 0.37% of 220,000 active;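 active = inhibition above about 50%, limit read from the data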
EP2 mod – modulators of human EP2 prostaglandin E2 receptor. P43116. EP2-expressing cells, cAMP HTRF FRET, PGE2 co-stimulation. induction, % at 25 µM. 0.83% of 260,000 active;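 active = compounds whose cAMP rise, as percent of the full-agonist control response, exceeds 60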;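 also: rat C6 glioma line stably carrying human EP2 under a CMV promoter; the protocol text gives 20 µM as final concentration; 100% = response of wells given 1 µM PGE2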
The depositor's hits bear a star; i = inactive; · = no result given; & = joins results of further samples; [ ] = remark or other dose.

SMILES	zVAD death inh	Hck-Nef inh	EP2 antag	TbHK1 inh	Rad51 HR inh	eIF4E 4G PPI	14-3-3 Bad PPI	m-calpain inh	EP2 mod
O=C(NNC(=O)c1ccc(SCC2CCCO2)c([N+](=O)[O-])c1)c1ccc(Cl)c([N+](=O)[O-])c1 (stereo not given)	-0.6	1	6	-15	1	-23	-3	-68	-13
C=CCSc1nc(NC)c2sccc2n1	0.2	0	12	2	-13	3	-3	-15	14
COc1ccc(N(C(=O)c2ccncc2)S(=O)(=O)c2cccs2)cc1	0.9	1	9	0	-1	-9	8	16	6
CCOC(=O)c1ccccc1NS(=O)(=O)c1ccccc1F	0.0	1	2	7	4	-2[fluorescence artefact?]	-9	4	11
CCn1c(SCC(=O)Nc2nc(C)c(C)s2)nnc1-c1ccco1	-0.1	0	3&7	-1	-1	-6	22	24	-13&2
CC(=O)C1=C(O)C(=O)N(c2ccc(O)cc2)C1c1ccc([N+](=O)[O-])cc1 (stereo not given)	0.9	18	4	-18	·	0	-7	-6	-7
O=Nc1c(O)n(Cc2ccc(Cl)cc2Cl)c2ccccc12	0.0	0	13	10	-4	1	3	-7	43
O=C(Nc1cc(N2CCCCC2)ncn1)c1ccccc1	0.8	19	5	-1	30	0	9	-11	-62
Cc1cc(N/C=C/C(=O)c2cccs2)ccc1F	4.9	15	9	-3	-1	1	-9	-7	-56
FC(F)(F)c1ccccc1NC(=S)NN1CCOCC1	-1.2	-17	6	5	-2	-17[fluorescence artefact?]	-16	-52	6
CCOc1ccc(C(=O)NCc2ccccc2OC)cc1	0.7	1	5	-3	9	-3	-5	-3	3
Cc1cc(C)n(C(=O)CCCCCC(=O)n2nc(C)cc2C)n1	0.1	1	6	-4	-1	4	-4	-1	26
Fc1cccc(CN2CCN(Cc3nc(-c4cnccn4)no3)CC2)c1	0.0	20	9	0	-19	-1	-10	-10	-5
CN(C)CC(O)CN(c1ccccc1)c1ccccc1 (stereo not given)	-0.3	16	12	1	-4	-4	0	-20	10
CCNC(=O)c1ccc(-n2nc(C)cc2-c2ccccc2)cc1	-0.2	0	15	-4	-5	-1	-4	16	0
CCN(CC)C(=O)CSc1nc2ccccc2c(=O)n1CC	0.1	2	5&11	-7	14	9[fluorescence artefact?]	1	-3	-20&-19
COc1ccc(C(=O)/C=C/N2CCCCC2)cc1OC	24	1	20	-42	3	6[fluorescence artefact?]	-3	7	-2
O=C(CSc1ccccc1)N(c1ccc(Br)cc1)c1nccs1	0.4	8	6	33	2	15	-7	22	38
COc1cc(CNCCc2ccc(S(N)(=O)=O)cc2)ccc1OCc1ccc(Cl)cc1	4.2	1	21	9	·	-14	3	28	-59
C/C=C/Cn1c(Br)nc2c1c(=O)n(C)c(=O)n2C	0.4	0	8	0	-6	-1	-1	-28	12
O=c1[nH]c(N/N=C/c2cc3c(cc2[N+](=O)[O-])OCO3)nc2ccccc12	-0.4	38	6	-20	0	-2	1	-5	-30
CC(NC(=O)c1ccc(Cl)cc1)c1nnc(SCc2ccc([N+](=O)[O-])cc2)n1C (stereo not given)	-0.1	1	·	0	·	-1	-5	9	-39
CS(=O)(=O)c1ccc(C(=O)Nc2cc(S(C)(=O)=O)ccc2Cl)cc1	-0.3	-3	7	1	-2	-1	8	-6	-18
Cc1ccc(NC(=O)CCn2c(=O)[nH]c3ccsc3c2=O)cc1	0.8	12	11	-2	-1	0	2	-3	0
O=[N+]([O-])c1ccc2nc(CN3CCCCC3)[nH]c2c1	0.7	3	7	-23	·	0	-9	-8	-20
O=C(O)C1CC(=O)N(c2ccc(OCc3ccccc3)cc2)C1 (stereo not given)	0.1	2	5	-4	2	-2[fluorescence artefact?]	10[fluorescence artefact?]	-28	10
CCOC(=O)c1ccc(NC(=O)CCc2nc(-c3ccc(Cl)cc3)no2)cc1	0.2	2	11	2	-3	-1	-5	-11	-39
COc1cc(C(O)P(=O)(OC2CCCCC2)c2ccc(N(C)C)cc2)cc(OC)c1OC (stereo not given)	1.3	0	7	3	3	-15	3[fluorescence artefact?]	-16	-22
CCCn1c(S(=O)(=O)O)nc2ccccc21	0.9	8	6	-4	10	-1	4	-13	33
Cc1ccccc1-c1nc(CN2CCC(C(=O)NCc3ccco3)CC2)c(C)o1	0.4	1	8	-2	-43	-1	-5	-10	-12
Nc1nnc(-c2cccc([N+](=O)[O-])c2)o1	1.0	-2	5	0	-17	2	-3	7	5
CN1CCN(c2ccc([N+](=O)[O-])c(-n3nc(-c4ccccc4)c4ccccc4c3=O)c2)CC1	-0.2	-1	24	-27	9	-1	-4	-40	1
Cc1cc(CSc2ccccc2)ccc1NC(=O)c1ccc(Cl)c([N+](=O)[O-])c1	1.3	-2	22	6	-1	-1	14	0	-21
CC(C)c1ccc(OCC(=O)NC(=S)Nc2ccc3c4c(cccc24)CC3)cc1	-0.1	1	20	-9	2	2[fluorescence artefact?]	-13[fluorescence artefact?]	7	66*
COCCn1nnnc1C(CC(C)C)N1CCN(c2ccccc2)CC1 (stereo not given)	-0.7	13	6	2	-6	5	-7	-19	30
CCN1CCCC1CN(Cc1cc2c(C)cc(C)cc2[nH]c1=O)C(=O)NC1CCCCC1 (stereo not given)	0.7	1	23	-9	-2	4[fluorescence artefact?]	-18[fluorescence artefact?]	-39	-19
CC(C)(C)NCC(O)COc1ccccc1C(C)(C)C (stereo not given)	4.2	1	5	1	-3	4	-13	-61	35
CSCCC(NC(=O)c1cccc(S(=O)(=O)N2CCOCC2)c1)C(=O)Nc1cccc(C)c1 (stereo not given)	0.5	-2	2	31	7	-11[fluorescence artefact?]	-3	7	-19
CCC/C=N/NC(=O)CNC(=O)c1ccccc1Cl	1.3	-19	2	-1	1	1	-6	15	0
CCCCCn1c(CCCNC(=O)CC)nc2ccccc21	-0.2	-1	9	5	-12	-5	3	-15	0
COc1ccc(C)cc1NC(=O)c1cnc2scc(C)n2c1=O	2.7	-6	15	-9	-1	8	2[fluorescence artefact?]	i	21
N#C/C(=C\c1ccc(F)cc1)c1n[nH]c(Cn2cncn2)n1	0.0	1	-1	-32	-2	1	-2	10	10
CSc1ccc(/C=N/N2CCN(Cc3ccc(C)cc3C)CC2)cc1	1.4	-11	3	-12	-3	7	3	24	-30
CC(=O)Nc1ccc(SC[C@H](CC(C)C)N2CCN(CC(C)C)CCC2=O)cc1	0.6	33	15	-4	0	0	-6	-7	-11
COC(=O)c1ccccc1NC(=O)/C=C/c1ccco1	-0.3	6	11	-23	10	1	-7	-6	8
CC(C)C(=O)NC(C)C(c1cccs1)N1CCOCC1 (stereo not given)	0.9	1	8	-1	-9	1	2	2	16
O=C(O)C1CC=CCC1C(=O)N1CCCC1 (stereo not given)	0.2	1	10	5	0	1[fluorescence artefact?]	3	-23	19
COc1ccccc1N1CCN(C(=O)CN(c2ccccc2OC)S(=O)(=O)c2ccccc2)CC1	0.2	1	5	-11	-8	-7	-6	-19	11
Cc1nnsc1SCCNC(=O)Nc1ccc(Cl)cc1	79*	-4	15	0	6	-5	-7	-3	-17
CC(=O)NC(=C(Cl)Cl)S(=O)(=O)c1ccccc1	-3.5	-24	6	8	-5	-1	-2	5	24
O=C(NN=C1C2CC3CC1CC(Cl)(C3)C2)c1ccccn1	1.2	22	6	8	-6	2	9	27	5
CCN(CC)c1nc(SCC(=O)O)nc(N(CC)CC)n1	-0.3	2	4	-2	-29	7	9	8	33
O=C(Nc1cccc(S(=O)(=O)N2CCCC2)c1)c1ccc2c(c1)OCO2	4.7	1	15	-5	-5	-3	-5[fluorescence artefact?]	-3	-17
COC(=O)C1C(=O)C2=C(CC1C)NC(C)=C(C(=O)OC(C)C)C2c1ccc(OC)c(O)c1 (stereo not given)	-0.3	6	3	-22	-5	-5	-9	-22	9
CNCc1ccccc1OCc1ccc(F)cc1	0.3	5	11	-6	-3	-3	-2	-25	7
COc1ccc(CCNC(=O)CCN2C(=O)C(C)Oc3ccc(C)cc32)cc1OC (stereo not given)	-0.4	-2	8	7	4	-3[fluorescence artefact?]	4	1	-2
Cc1cccc(NC(=O)Cn2nnc(C(=O)NCc3cccs3)c2N)c1C	0.2	1	11	-1	4	2	0[fluorescence artefact?]	-4	-2
CCCS(=O)(=O)N1CCC(C(=O)NCCCN(C)Cc2ccccc2)CC1	-1.5	0	12	-3	6	2	-10	15	-14
Cc1ccc(S(=O)(=O)N2CCCCC2)cc1C(=O)OCC(=O)NC(=O)NC12CC3CC(CC(C3)C1)C2	0.2	-18	7	-2	·	3	3	-3	14
Cc1c(O)c(S(=O)c2ccccc2)c(=O)n(-c2ccccc2)c1-c1ccccc1 (stereo not given)	0.6	-20	8	-2	·	1[fluorescence artefact?]	4[fluorescence artefact?]	12	39
(listing goes on)
SMILES	zVAD death inh	Hck-Nef inh	EP2 antag	TbHK1 inh	Rad51 HR inh	eIF4E 4G PPI	14-3-3 Bad PPI	m-calpain inh	EP2 mod
Cc1cc(C)n2cc(COc3ccccc3)nc2n1	0.8	5	12	-5	·	7[fluorescence artefact?]	4[fluorescence artefact?]	-258	15
COc1ccccc1N1CCN(C(=O)c2oc3cc(C)cc(C)c3c2C)CC1	0.1	7	3	-6	2	-1[fluorescence artefact?]	7[fluorescence artefact?]	30	-61
CN1C(=O)S/C(=C\c2ccccc2OCc2ccc(C(=O)O)cc2)C1=O	54	20	14	-22	-3	0	2	-31	-59
CC(C)CN1CCN(Cc2ccc(C#CC(C)(C)O)cc2)CC1CCO (stereo not given)	-0.2	4	4	-9	-9	2	4	16	-2
Cc1onc(-c2ccccc2)c1C(=O)O/N=C(\N)c1ccc([N+](=O)[O-])o1	2.8	5	20	-28	-1	0	-8	-4	-16
COc1ccc(S(=O)(=O)N2CCC(C(=O)Nc3cccc(Cl)c3)CC2)cc1OC	6.1	-1	10	-12	7	2	8[fluorescence artefact?]	-4	-44
COc1cccc(NC(=O)c2cccs2)c1	0.5	5	2	-3	2	-3	-2	-21	-11
COCCn1nnnc1C(C(C)C)N(Cc1cccnc1)Cc1ccccc1Cl (stereo not given)	-0.5	2	2	2	5	-4[fluorescence artefact?]	-2[fluorescence artefact?]	-11	-9
CCn1c(SCC(=O)Nc2nc(-c3ccccc3)cs2)nnc1-c1ccccc1O	0.1	1	16	4	-5	-12	-21	-21	-45
Cc1nnc(SC(C)C#N)n1-c1ccccc1 (stereo not given)	0.9	-3	5	-2	-1	-2	-10	-21	39
COc1cc(/C=C/c2noc(-c3ccccc3O)n2)ccc1OC(C)=O	0.0	14	9	-8	3	-4	-1	-18	-34
S=C(c1ccc(-c2ccc(Cl)c(Cl)c2)o1)N1CCOCC1	7.6	0	18	-14	-4	-2	-12	-101	-12
COc1cc(OC)cc(-c2nc3ccccc3c(=O)o2)c1	0.0	14	13	2	2	2[fluorescence artefact?]	-1	-29	23
CN(C)S(=O)(=O)c1cc(NC(=O)CN2CCN(c3ccccc3)CC2)ccc1Cl	0.8	2	7	2	-6	10	-2[fluorescence artefact?]	9	-16

Entries of single compounds, quoted from the list. Screens in order: zVAD death inh | Hck-Nef inh | EP2 antag | TbHK1 inh | Rad51 HR inh | eIF4E 4G PPI | 14-3-3 Bad PPI | m-calpain inh | EP2 mod
COc1ccc(S(=O)(=O)N2CCC(C(=O)Nc3cccc(Cl)c3)CC2)cc1OC across the screens: 6.1 | -1 | 10 | -12 | 7 | 2 | 8[fluorescence artefact?] | -4 | -44
CCNC(=O)c1ccc(-n2nc(C)cc2-c2ccccc2)cc1 across the screens: -0.2 | 0 | 15 | -4 | -5 | -1 | -4 | 16 | 0
CN(C)CC(O)CN(c1ccccc1)c1ccccc1 (stereo not given) across the screens: -0.3 | 16 | 12 | 1 | -4 | -4 | 0 | -20 | 10
COc1ccccc1N1CCN(C(=O)CN(c2ccccc2OC)S(=O)(=O)c2ccccc2)CC1 across the screens: 0.2 | 1 | 5 | -11 | -8 | -7 | -6 | -19 | 11

The list is partial; the hit share may differ from the screen's.
